GPR35 arrestin U2OS – GPR35 antagonists blocking zaprinast-driven arrestin recruitment, primary screen, imaging, U2OS, beta-arrestin-GFP, zaprinast agonist (AID 2058). U2OS GPR35 beta-arrestin-GFP translocation imaging, zaprinast antagonism; higher % means a stronger effect. one-dose inhibition, % at 10 µM; IC50 in µM for titrated hits. 0.052% of 290,000 active;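 active = inhibition of at least 50% with at least 30 cells and total cytoplasm GFP at most 10,000,000; inconclusive = under 30 cells or total GFP of 10,000,000 plus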
LYP inhibition – PTPN22 lymphoid phosphatase activity blockers – biochemical, fluorescence intensity, uHTS (AID 1779) | 0.054% of 290,000 active | inhibition, % at 11.5 µM; hits with a dose series show IC50 in µM | recombinant LYP phosphatase, fluorescence intensity; higher % means a stronger effect; in the data active = inhibition above about 50%;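 also: plate controls were vehicle with enzyme for no effect and no enzyme for full effect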
AID2073 – disruptors of CaV2.2 binding to Mint1 – biochemical, HTRF (AID 2073) | HTRF protein-protein interaction, Mint1-CaV2.2; higher % means a stronger effect | inhibition, % at 20 µM, or IC50 in µM where a hit was titrated | 0.19% of 290,000 active; in the data active = inhibition mostly above about 51%, no sharp cut-off; inconclusive = no clear call, values can overlap the other calls; inactive = mostly below about 53%; also: some results filed as inactive read as strong as hits
Autophagy mod – alters autophagy in cells; MEF GFP-LC3 puncta imaging; test concentration mostly 10 µM; calls only at 10 µM (by protocol); 0.98% of 190,000 active; AID 463193;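 active = percentage of spot-positive cells more than 3 SD above its plate mean, without a fluorescence outlier flag or 80% toxicity; inconclusive = no clear call, values can overlap the other calls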;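 also: spot-positive cell cutoff set from DMSO-treated cells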
NS5 inhibitors – Dengue-2 NS5 methyltransferase inhibitors, primary screen, biochemical, confirmation dose response (AID 588689) | inhibition, % at 25 µM; hits with a dose series show IC50 in µM | Dengue-2 NS5 methyltransferase capping enzyme assay, biochemical; higher % means a stronger effect | 0.3% of 340,000 active; in the data active = a potency from the dose series; inconclusive = inhibition above about 29% without an active follow-up result
RSV antiviral HEp-2 – inhibition of RSV-induced cytopathic effect – HEp-2 cells, primary 10 µM value included (AID 2391) | HEp-2 cells, RSV-induced CPE inhibition; higher % means a stronger effect | CPE inhibition, % at 10 µM, or IC50 in µM where a hit was titrated | 0.13% of 310,000 active; in the data active = a potency from the dose series; inconclusive = CPE inhibition mostly from about 23% at the one dose, without a potency; inactive = the rest, 99 in 100 with CPE inhibition below about 21%; also: strong numbers were not always called active
NTR1 ag – NTR1-driven beta-arrestin-GFP spot formation – imaging, U2OS cells, high content, primary screen (AID 493036). activation, % at 20 µM. P30989. agonist mode. 0.17% of 330,000 active;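 active = activation at or above 40% of the spot to cytoplasm intensity ratio, with at least 20 cells analyzed; inconclusive = wells under 20 cells, flagged as cytotoxic or low count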;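 also: 0% = DMSO without peptide and 100% = 100 nM NTR1 peptide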
Target sequence (P30989 whole entry, looked up): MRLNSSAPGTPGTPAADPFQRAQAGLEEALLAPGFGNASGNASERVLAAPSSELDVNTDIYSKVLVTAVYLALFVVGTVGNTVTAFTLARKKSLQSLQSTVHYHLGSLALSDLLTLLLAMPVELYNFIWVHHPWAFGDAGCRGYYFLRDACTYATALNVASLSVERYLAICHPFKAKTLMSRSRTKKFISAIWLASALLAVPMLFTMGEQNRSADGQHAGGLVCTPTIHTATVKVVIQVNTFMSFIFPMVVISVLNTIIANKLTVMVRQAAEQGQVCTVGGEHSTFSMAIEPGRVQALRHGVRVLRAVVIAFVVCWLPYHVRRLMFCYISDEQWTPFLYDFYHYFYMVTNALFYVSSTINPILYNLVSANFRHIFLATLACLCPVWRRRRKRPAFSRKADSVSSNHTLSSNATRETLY
WT yeast gro inh – growth inhibition of WT yeast, mitochondrial fusion screen | mitochondrial fusion phenotypic screen, WT strain | inhibition, % at 10 µM | 2.1% of 190,000 active | AID 1362; in the data active = inhibition above about 58%; tested in S. cerevisiae
K1F lysis inhibition – inhibition of K1F phage lysis, E. coli UTI89, bacterial capsule biogenesis inhibitors, alamar blue (AID 488966). E. coli UTI89 K1F phage lysis, alamar blue, 2 h; higher % means a stronger effect. inhibition, % at 100 µM, or IC50 in µM where a hit was titrated. 0.02% of 340,000 active;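 active = phage lysis inhibition, versus mean bacterial control, above a set limit; inconclusive = no clear call, values can overlap the other calls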;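 also: capsule biogenesis inhibitors block K1F phage lysis so surviving cells raise fluorescence; higher fluorescence means more inhibition of phage lysis; actives were called in the ten point dose series up to 300 µM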
WT yeast gro inh mutant strain – also measured in WT yeast gro inh; calls as there; inhibition, %; mitochondrial fusion phenotypic screen, mutant strain inhibition
Autophagy mod cell loss 18 h – second read-out of Autophagy mod, no call of its own (marks repeat the call); toxicity, %; measured here: cell loss, nuclei count;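 cell loss after 18 h compound exposure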
NTR1 ag cell count 20 µM – also measured in NTR1 ag; calls as there; cell count; measured here: cell count, cytotoxicity flag
NS5 inhibitors pilot replicate – second read-out of NS5 inhibitors, no call of its own (marks repeat the call); inhibition, %; measured here: pilot screen replicate inhibition
* = called active by the depositor; [ ] = remark or other dose. Outcome played no part in choosing rows; any-hit rate near 2.6%.

`COc1ccccc1C(=O)N1CCN=C1SC` gave GPR35 arrestin U2OS -10.4%, LYP inhibition -5.6%, AID2073 -1.4%, Autophagy mod inactive, NS5 inhibitors -7.8%, RSV antiviral HEp-2 1.0%, NTR1 ag 2.5, WT yeast gro inh -0.8, K1F lysis inhibition -1.5%, WT yeast gro inh mutant strain 8.1, Autophagy mod cell loss 18 h 0.1 and NTR1 ag cell count 20 µM 85.
Cc1ccc(S(=O)(=O)/C(C#N)=C/c2c(N3CCN(Cc4ccccc4)CC3)nc3ccccn3c2=O)cc1 was read as GPR35 arrestin U2OS -13.6%, LYP inhibition -1.7%, AID2073 17.9%, NS5 inhibitors 0.0%, RSV antiviral HEp-2 1.7%, NTR1 ag 1.3, K1F lysis inhibition -0.1% and NTR1 ag cell count 20 µM 69.
`O=Cc1ccc(-c2ccc(F)cc2)o1` gave GPR35 arrestin U2OS -12.0%, LYP inhibition -0.4%, AID2073 -10.8%, Autophagy mod inactive, NS5 inhibitors -6.5%, RSV antiviral HEp-2 0.4%, NTR1 ag 0.9, WT yeast gro inh -3.3, K1F lysis inhibition -0.1%, WT yeast gro inh mutant strain 11.9, Autophagy mod cell loss 18 h -31.3 and NTR1 ag cell count 20 µM 68.
For O=C(Nc1ccc(NC(=O)c2ccc([N+](=O)[O-])cc2[N+](=O)[O-])cc1)c1ccco1 the results were GPR35 arrestin U2OS -3.1%, LYP inhibition -7.2%, AID2073 13.7%, NS5 inhibitors 1.6%, RSV antiviral HEp-2 0.6%, NTR1 ag -0.3, K1F lysis inhibition 0.1% and NTR1 ag cell count 20 µM 45.
Screening Cc1ccc(-c2noc(CCC(=O)NC3CCCC3)n2)cc1 returned GPR35 arrestin U2OS -14.7%, LYP inhibition -2.8%, AID2073 12.3%, NS5 inhibitors -9.9%, RSV antiviral HEp-2 0.6%, NTR1 ag -1.0, K1F lysis inhibition 1.0% and NTR1 ag cell count 20 µM 51.
Screening O=C1CC(SCc2nc3ccccc3[nH]2)C(=O)N1c1ccc(F)c(Cl)c1 (centres undefined) returned GPR35 arrestin U2OS 1.6%, LYP inhibition -7.4%, AID2073 -9.7%, Autophagy mod inactive, NS5 inhibitors -21.9%, RSV antiviral HEp-2 0.0%, NTR1 ag 5.5, WT yeast gro inh -12.6, K1F lysis inhibition 0.2%, WT yeast gro inh mutant strain 19.0, Autophagy mod cell loss 18 h -3.5, NTR1 ag cell count 20 µM 85 and NS5 inhibitors pilot replicate -11.5.
For Cn1c(NCc2ccccc2O)nc2ccccc21 the results were GPR35 arrestin U2OS 1.3%, LYP inhibition -2.6%, AID2073 -1.7%, Autophagy mod inactive, NS5 inhibitors -0.8%, RSV antiviral HEp-2 8.0%, NTR1 ag -2.6, WT yeast gro inh -20.1, K1F lysis inhibition 0.0%, WT yeast gro inh mutant strain -5.2, Autophagy mod cell loss 18 h -13.5 and NTR1 ag cell count 20 µM 56.
COc1ccc2occ(C(=O)c3ccc(N)cc3)c2c1 was read as GPR35 arrestin U2OS -9.3%, LYP inhibition -6.8%, AID2073 49.0%, NS5 inhibitors -4.6%, RSV antiviral HEp-2 8.4%, NTR1 ag -0.3, K1F lysis inhibition 3.4%[50 µM] and NTR1 ag cell count 20 µM 75.
For CCN(CC)CCN1C(=O)c2ccccc2NC1c1ccc(Br)cc1 (centres undefined) the results were GPR35 arrestin U2OS -12.6%, LYP inhibition -3.5%, AID2073 11.1%, Autophagy mod inactive, NS5 inhibitors -4.4%, RSV antiviral HEp-2 -1.9%, NTR1 ag -0.3, WT yeast gro inh -24.7, K1F lysis inhibition 0.0%, WT yeast gro inh mutant strain 2.0, Autophagy mod cell loss 18 h 7.1 and NTR1 ag cell count 20 µM 40.
For COc1ccc(/C=C/C(=O)OCC(=O)NC2CCCC2)cc1 the results were NS5 inhibitors 2.6%, RSV antiviral HEp-2 0.8%, NTR1 ag -0.5, K1F lysis inhibition 1.1%[50 µM] and NTR1 ag cell count 20 µM 89.
`CN(C)CCNc1nc2sc3c(c2c(=O)n1Cc1ccccc1)CCCCC3` gave GPR35 arrestin U2OS -18.2%, LYP inhibition -10.9%, AID2073 -7.9%, NS5 inhibitors -3.2%, NTR1 ag 14.7, K1F lysis inhibition 0.3% and NTR1 ag cell count 20 µM 82.
Screening O=C(NCc1ccccc1)c1ccc2c(=O)n3c(nc2c1)CCCCC3 returned GPR35 arrestin U2OS -12.9%, LYP inhibition -12.3%, AID2073 0.7%, NS5 inhibitors 3.6%, RSV antiviral HEp-2 2.6%, NTR1 ag 0.3, K1F lysis inhibition 0.1% and NTR1 ag cell count 20 µM 45.
`CC(C(=O)N1c2ccccc2CC1C)N1CCN(S(=O)(=O)c2ccccc2F)CC1` (centres undefined) gave NS5 inhibitors -1.5%, RSV antiviral HEp-2 -1.0%, NTR1 ag -0.6, K1F lysis inhibition 0.1%[50 µM] and NTR1 ag cell count 20 µM 60.
CC(C)c1nc(SCC(=O)Nc2c[nH]c(=O)[nH]c2=O)c2cnn(-c3ccccc3)c2n1 was read as GPR35 arrestin U2OS -15.3%, LYP inhibition -10.3%, AID2073 inconclusive, Autophagy mod inactive, NS5 inhibitors 2.3%, RSV antiviral HEp-2 -0.9%, NTR1 ag 1.1, WT yeast gro inh -0.7, K1F lysis inhibition -0.1%, WT yeast gro inh mutant strain -4.5, Autophagy mod cell loss 18 h -6.0 and NTR1 ag cell count 20 µM 46.
Cc1cs/c(=N/C(=S)Nc2ccccc2)n1C was read as GPR35 arrestin U2OS -0.7%, LYP inhibition -1.3%, AID2073 -0.3%, Autophagy mod inactive, NS5 inhibitors 0.0%, RSV antiviral HEp-2 0.6%, NTR1 ag 0.3, WT yeast gro inh 6.6, K1F lysis inhibition 0.5%[50 µM], WT yeast gro inh mutant strain 17.8, Autophagy mod cell loss 18 h 5.5 and NTR1 ag cell count 20 µM 69.
Screening O=C(Nc1cc(Cl)cc(Cl)c1)C1C2C=CC3(O2)C1C(=O)N(CCCN1CCOCC1)C3C(=O)NC1CCCCC1 (centres undefined) returned GPR35 arrestin U2OS -0.8%, LYP inhibition -8.0%, AID2073 4.6%, NS5 inhibitors 15.8%, RSV antiviral HEp-2 -0.4%, NTR1 ag -1.9, K1F lysis inhibition -0.3% and NTR1 ag cell count 20 µM 31.
`N#Cc1cc[n+](CC(=O)c2ccc(NC(=O)c3ccccc3)cc2)cc1` gave GPR35 arrestin U2OS 5.6%, LYP inhibition 5.3%, AID2073 -1.8%, NS5 inhibitors -6.4%, RSV antiviral HEp-2 0.1%, NTR1 ag 1.4, K1F lysis inhibition -0.2%[50 µM] and NTR1 ag cell count 20 µM 58.
For CCCCCCCC(=O)OCC(=O)[C@@]1(O)CC[C@H]2[C@@H]3CCC4=CC(=O)CC[C@]4(C)[C@H]3[C@@H](O)C[C@@]21C the results were GPR35 arrestin U2OS -19.4%, LYP inhibition 7.9%, AID2073 8.8%, Autophagy mod inactive, NS5 inhibitors -6.0%, RSV antiviral HEp-2 -2.3%, NTR1 ag -0.4, WT yeast gro inh 57.8, K1F lysis inhibition -1.1%, WT yeast gro inh mutant strain 18.0, Autophagy mod cell loss 18 h 13.2 and NTR1 ag cell count 20 µM 61.
For C=CCSC1=N/C(=C\c2cc(OC)c3c(c2)OCO3)C(=O)S1 the results were GPR35 arrestin U2OS -1.2%, LYP inhibition 0.9%, AID2073 22.4%, Autophagy mod inactive, NS5 inhibitors inconclusive, RSV antiviral HEp-2 0.4%, NTR1 ag 1.4, WT yeast gro inh -26.8, K1F lysis inhibition 0.5%, WT yeast gro inh mutant strain 12.7, Autophagy mod cell loss 18 h 8.9 and NTR1 ag cell count 20 µM 33.
Screening Cc1cccc(OCCCn2c(=O)oc3ccc(C)cc32)c1 returned GPR35 arrestin U2OS -2.2%, LYP inhibition -0.5%, AID2073 -13.4%, Autophagy mod inactive, NS5 inhibitors -3.0%, RSV antiviral HEp-2 5.1%, NTR1 ag 4.7, WT yeast gro inh -12.2, K1F lysis inhibition 2.0%, WT yeast gro inh mutant strain -7.6, Autophagy mod cell loss 18 h 17.4 and NTR1 ag cell count 20 µM 51.
For Cc1ccc2nc3n(c2c1)CCCN3 the results were NS5 inhibitors -8.4%, RSV antiviral HEp-2 -0.5%, NTR1 ag 0.0, K1F lysis inhibition -0.2% and NTR1 ag cell count 20 µM 90.
Screening CCNC(=O)/C(=C/c1ccc2c(c1)OCO2)NC(=O)c1ccc(Br)cc1 returned GPR35 arrestin U2OS 8.9%, LYP inhibition -2.2%, AID2073 -0.3%, Autophagy mod inactive, NS5 inhibitors -8.6%, RSV antiviral HEp-2 -0.2%, NTR1 ag -1.2, WT yeast gro inh -6.3, K1F lysis inhibition 0.8%, WT yeast gro inh mutant strain -3.9, Autophagy mod cell loss 18 h 0.1 and NTR1 ag cell count 20 µM 58.
For COC(=O)C1=C(CSc2nc3ccccc3o2)NC(=O)NC1c1cc(C)ccc1C (centres undefined) the results were GPR35 arrestin U2OS 3.5%, LYP inhibition 6.0%, AID2073 3.8%, Autophagy mod inactive, NS5 inhibitors -8.2%, RSV antiviral HEp-2 inconclusive, NTR1 ag 3.7, WT yeast gro inh 75.4*, K1F lysis inhibition 0.6%, WT yeast gro inh mutant strain 9.0*, Autophagy mod cell loss 18 h 1.6 and NTR1 ag cell count 20 µM 43.
For COc1ccc2c(c1)OC[C@H]1[C@H]2N2C(=O)c3cc(Cl)ccc3NC(=O)[C@@]2(C)[C@H]1c1ccccc1 the results were NS5 inhibitors -6.0%, RSV antiviral HEp-2 1.5%, NTR1 ag 5.6, K1F lysis inhibition 1.8% and NTR1 ag cell count 20 µM 65.
Screening Cc1cccc(N2C(=O)CC(N3CCN(Cc4ccc5c(c4)OCO5)CC3)C2=O)c1 (centres undefined) returned GPR35 arrestin U2OS 10.3%, LYP inhibition -13.9%, AID2073 -6.3%, Autophagy mod inactive, NS5 inhibitors 0.5%, RSV antiviral HEp-2 0.3%, NTR1 ag 2.3, WT yeast gro inh 34.7, K1F lysis inhibition 0.5%, WT yeast gro inh mutant strain 8.4, Autophagy mod cell loss 18 h -6.6 and NTR1 ag cell count 20 µM 29.

Not a retest: an excerpt of the list.
For Cc1ccc2nc3n(c2c1)CCCN3 the results were NS5 inhibitors -8.4%, RSV antiviral HEp-2 -0.5%, NTR1 ag 0.0, K1F lysis inhibition -0.2% and NTR1 ag cell count 20 µM 90.
Screening CCNC(=O)/C(=C/c1ccc2c(c1)OCO2)NC(=O)c1ccc(Br)cc1 returned GPR35 arrestin U2OS 8.9%, LYP inhibition -2.2%, AID2073 -0.3%, Autophagy mod inactive, NS5 inhibitors -8.6%, RSV antiviral HEp-2 -0.2%, NTR1 ag -1.2, WT yeast gro inh -6.3, K1F lysis inhibition 0.8%, WT yeast gro inh mutant strain -3.9, Autophagy mod cell loss 18 h 0.1 and NTR1 ag cell count 20 µM 58.

Assay outcomes deposited in PubChem BioAssay by several laboratories.
